Screening data (PubChem BioAssay)
inhibitors of VEEV: inhibitors of VEEV TC-83 cytopathic effect, confirmation, Vero cells (AID 588727). Vero cells, VEEV TC-83 cytopathic effect inhibition; higher % means a stronger effect. inhibition, % at 20 µM; hits with a dose series show IC50 in µM. 0.13% of 350,000 active; in the data active = a potency from the dose series; inconclusive = inhibition mostly from about 14% at the one dose, without a potency; inactive = the rest, 99 in 100 with inhibition below about 12%; also: strong numbers were not always called active
M. tuberculosis: growth inhibition of non-replicating M. tuberculosis (AID 488890); Mycobacterium tuberculosis non-replicating, growth inhibition; higher % means a stronger effect; inhibition, % at 25 µM; hits with a dose series show IC50 in µM; 0.39% of 320,000 active; in the data active = a potency from the dose series; inconclusive = inhibition mostly from about 82% at the one dose, without a potency; inactive = the rest, 99 in 100 with inhibition below about 76%;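 also: plate controls were DMSO cells for no effect and high antibiotic wells for full effect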
PhoP GFP inhibition: PhoP regulon inhibitors, Salmonella typhi PhoP promoter GFP reporter, confirmatory (AID 1850). Salmonella Typhi PhoP-promoter GFP reporter, fluorescence, 4 h; higher % means a stronger effect. inhibition, % at 50 µM, or IC50 in µM where a hit was titrated. 0.33% of 310,000 active; in the data active = a potency from the dose series; inconclusive = inhibition mostly from about 25% at the one dose, without a potency; inactive = the rest, 99 in 100 with inhibition below about 19%;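 also: 0% = induced wells with vehicle and 100% = uninduced wells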
influenza NS1A: H1N1 influenza NS1A inhibitors, functional cell based assay (AID 504329) | NS1A functional cell-based assay, percent inhibition; higher % means a stronger effect | inhibition, % at 12.5 µM, or IC50 in µM where a hit was titrated | 0.3% of 340,000 active; in the data active = a potency from the dose series; inconclusive = inhibition above about 27% without an active follow-up result; also: strong numbers were not always called active
H37Rv inhibition: M. tuberculosis growth inhibition, HTS (AID 449762). inhibition, % at 25 µM; hits with a dose series show IC50 in µM. M. tuberculosis H37Rv growth inhibition, 7H9 media; higher % means a stronger effect. 0.59% of 330,000 active; in the data active = a potency from the dose series; inconclusive = inhibition above about 70% without an active follow-up result;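 also: bacterial growth assessed after seven days of incubation; strong numbers were not always called active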
* marks the source's active call; other numbers are inactive results; i = inactive; u = inconclusive; x = no result given; & = joins results of further samples.

The first three compounds, to show the layout:
SMILES | inhibitors of VEEV | M. tuberculosis | PhoP GFP inhibition | influenza NS1A | H37Rv inhibition
COCCNC(=O)COC(=O)c1ccc(S(=O)(=O)N2CCOCC2)cc1 | 0.4% | -5.1% | -11.1% | x | -3.7%
Cc1ccc2oc(-c3cc(NC(=O)c4ncn[nH]4)ccc3O)nc2c1 | 2.2% | -8.7% | -4.1% | 1.3% | 26.1%
COCCNC(=O)N1[C@H]2CC[C@@H]1C(C(=O)OC)=C(c1cccc(C#N)c1)C2 | i | -7.3% | x | -9.1% | -4.7%

The listing, previewed entries included:
SMILES | inhibitors of VEEV | M. tuberculosis | PhoP GFP inhibition | influenza NS1A | H37Rv inhibition
COCCNC(=O)COC(=O)c1ccc(S(=O)(=O)N2CCOCC2)cc1 | 0.4% | -5.1% | -11.1% | x | -3.7%
Cc1ccc2oc(-c3cc(NC(=O)c4ncn[nH]4)ccc3O)nc2c1 | 2.2% | -8.7% | -4.1% | 1.3% | 26.1%
COCCNC(=O)N1[C@H]2CC[C@@H]1C(C(=O)OC)=C(c1cccc(C#N)c1)C2 | i | -7.3% | x | -9.1% | -4.7%
Cc1onc(-c2c(F)cccc2Cl)c1C(=O)OCC(=O)NCc1ccccc1 | 8.1% | 42.1% | x | -4.7% | 0.2%
COc1ccc(-c2nc(CS(=O)CC(=O)NCc3ccc(C)cc3)c(C)o2)cc1OC (stereo unspecified) | 0.7% | -6.9% | -2.4% | 11.1% | 0.9%
CCOC(=O)/C=C/c1ccc2c(c1)S(=O)(=O)N(c1cccc(OC)c1)[C@H]2CC(=O)OCC | 1.4% | 33.8% | -9.8% | 7.8% | u
COCCN1C(=O)N(c2cccc(C)c2)C(=O)C1CC(=O)Nc1cc(OC)cc(OC)c1 (stereo unspecified) | 4.3% | -11.6% | -2.1% | 0.1% | -5.8%
O=C(CONS(=O)(=O)c1ccc(Cl)cc1)NCCNc1ncc(C(F)(F)F)cc1Cl | 1.2% | -8.1% | 0.1% | -2.2% | 10.8%
Fc1ccc(CNC(=S)NC2CCCCC2)cc1 | 0.2% | -6.1% | 0.0% | 0.9% | 8.0%
COc1ccc2c(c1)oc(=O)c1ccccc12 | 0.5% | 18.7% | -5.3% | 4.8% | -10.2%
CCN(CC(=O)Nc1ccc2c(c1)OCCO2)C(=O)/C=C/c1cccc(OC)c1OC | 3.5% | -4.8% | -4.0% | 9.3% | 0.4%
N#Cc1ccccc1OCC(=O)Nc1ccccc1C(=O)NC1CC1 | 0.8% | 1.4% | 0.4% | -6.7% | 0.8%
O=C(COC(=O)c1cc2ccccc2cc1O)c1ccccc1 | 0.4% | 30.4% | -7.2% | -10.2% | -12.2%
CN(c1ccccc1)S(=O)(=O)c1cccc(C(=O)Nc2ncn[nH]2)c1 | 0.7% | -3.4% | 6.4% | -16.9% | -1.8%
O=C(CSc1nnc(-c2ccccc2)n1Cc1ccccc1)NNC(=O)c1ccccc1O | 1.6% | -33.6% | -2.1% | 2.2% | 6.7%
Cc1cc2nc(CCN(Cc3cccnc3)C(=S)Nc3ccccc3)[nH]c2cc1C | i | 19.6% | -16.4% | 1.0% | -13.4%
Cc1onc(-c2ccccc2Cl)c1C(=O)N[C@@H](C)c1ccccc1 | 0.0% | -2.7% | 8.6% | x | -0.3%
COc1cccc(C(=O)OCC(=O)Nc2ccc(N3CCOCC3)cc2)c1 | 1.8% | -7.3% | x | 11.4% | -2.9%
CCCn1nnc(NC(=O)c2ccc([N+](=O)[O-])cc2Cl)n1 | 0.3% | -10.2% | -8.6% | 1.6% | 1.5%
Cc1ccc(/C=C2/C(=O)c3ccc(C(=O)O)cc3C2=O)o1 | 1.0% | x | x | 12.2% | x
CCOc1ccc(S(=O)(=O)N(CC(=O)N2CCc3ccccc32)Cc2ccco2)cc1 | 5.5% | 6.0% | 3.6% | 13.4% | 5.0%
Cc1ccc(S(=O)(=O)N2CCC(=O)N(CCOCc3ccc(F)cc3)CC2)cc1 | 0.1% | -5.7% | 9.9% | -4.3% | -6.7%
CC(=O)c1cccc(N2C(=NC(=O)CCc3ccccc3)SC3CS(=O)(=O)CC32)c1 (stereo unspecified) | 0.9% | -13.5% | 3.7% | -5.6% | 1.6%
CCCOc1ccc(C(=O)N2CCN(c3ccc(N)cc3Cl)CC2)cc1 | 0.8% | -29.8% | 12.4% | 8.2% | u

Sorted by number of heavy atoms (high to low): 5 of the compounds above.
SMILES | inhibitors of VEEV | M. tuberculosis | PhoP GFP inhibition | influenza NS1A | H37Rv inhibition
Cc1cc2nc(CCN(Cc3cccnc3)C(=S)Nc3ccccc3)[nH]c2cc1C | i | 19.6% | -16.4% | 1.0% | -13.4%
COCCNC(=O)N1[C@H]2CC[C@@H]1C(C(=O)OC)=C(c1cccc(C#N)c1)C2 | i | -7.3% | x | -9.1% | -4.7%
N#Cc1ccccc1OCC(=O)Nc1ccccc1C(=O)NC1CC1 | 0.8% | 1.4% | 0.4% | -6.7% | 0.8%
O=C(COC(=O)c1cc2ccccc2cc1O)c1ccccc1 | 0.4% | 30.4% | -7.2% | -10.2% | -12.2%
Fc1ccc(CNC(=S)NC2CCCCC2)cc1 | 0.2% | -6.1% | 0.0% | 0.9% | 8.0%

The results go on.
SMILES | inhibitors of VEEV | M. tuberculosis | PhoP GFP inhibition | influenza NS1A | H37Rv inhibition
COc1cc(NC(=S)NCCCO)c(OC)cc1Cl | 1.2% | 16.6% | -0.1% | -4.4% | -4.6%
Cc1ccc(S(=O)(=O)Nc2nc3ccccc3nc2NCc2ccco2)cc1C | 1.4% | -5.7% | -5.6% | 3.0% | -1.7%
CCCNC(=O)N1CCN(S(=O)(=O)c2ccc(C)c(C)c2)CC1 | 1.0% | 1.2% | -5.2% | 10.2% | -5.0%
C/C(=N\NC(=O)C(O)c1ccccc1)c1ccc(Cl)cc1 (stereo unspecified) | i | 12.3% | 7.5% | -1.1% | -2.8%
CCOC(=O)c1cnn(-c2ncnc3c2cnn3C)c1N | 3.7% | 3.3% | 2.7% | 0.1% | 3.6%
CC(=O)Nc1ccc(S(=O)(=O)NCC2CCC(C(=O)NCCCN(C)Cc3ccccc3)CC2)cc1 (stereo unspecified) | 1.4% | 7.5% | -7.1% | -1.2% | -4.2%
COc1ccc(CNS(=O)(=O)c2ccc3c(c2)N(C(C)=O)CCO3)cc1 | i | 2.8% | -14.0% | -1.4% | 6.8%
COc1ccc(Cl)cc1NC(=O)Nc1cn(C)nc1C | 1.4% | -4.1% | -7.9% | 0.5% | 6.4%
COC(=O)c1ccccc1NC(=O)c1ccc2c(c1)OCCO2 | i | x | -4.9% | -0.7% | -0.9%
CCCNC(=O)c1cn(CC)c2cc(N3CCN(C)CC3)c(F)cc2c1=O | 3.7% | 4.8% | 13.4µM* | 1.8% | -0.5%
Cc1cc(C)n2nc(C(=O)OCC(=O)Nc3ccc(F)cc3F)nc2n1 | 0.6% | -5.7% | -4.7% | 0.7% | -1.7%
COc1ccccc1N1CCN(C(=O)c2ccc3c(c2)NC(=O)C(CSCc2ccccc2C)N3)CC1 (stereo unspecified) | x | 47.4% | 9.0% | x | 4.5%
CCCN(C(=O)COC(=O)C12CCC(=O)N1c1ccccc1S2)c1c(N)n(Cc2ccccc2)c(=O)[nH]c1=O (stereo unspecified) | 6.1% | -1.7% | -10.3% | -4.3% | 4.0%
CN1CCN(C(=O)/C=C/c2c(F)cccc2Cl)CC1 | 6.2% | -16.4% | -4.2% | 0.0% | 0.0%
COc1ccc(-c2cc(C(=O)Nc3ccc(C(N)=O)cc3)c3ccccc3n2)cc1 | 6.7% | 15.8% | 11.4% | 9.8% | 11.8%
NC(=O)CSc1ccc(F)cc1 | 3.3% | 17.2% | 4.5% | 0.8% | -4.9%
COc1cc(/C=C2\C(=O)N(c3ccc(NC(C)=O)cc3)N=C2c2ccccc2)ccc1O | 2.1% | 1.2% | -0.9% | 12.5% | 6.8%
COc1ccccc1NC(=O)NCCCN1CCN(c2cccc(Cl)c2)CC1 | 0.8% | 42.2% | 14.4% | 11.3% | 4.1%
CCc1ccc(NC(=O)CCc2c(C)nn(-c3ccc(N4CCCCC4)nn3)c2C)cc1 | 3.4% | 41.8% | 8.4% | 9.1% | 3.0%
CCc1cccc(C)c1NC(=O)COn1nnc2ccc(C(F)(F)F)cc21 | 2.6% | 45.0% | -9.7% | 2.7% | 7.7%
Cc1ccc(C)n1-c1cccc(N)c1 | x | 14.7% | 0.0% | x | -4.0%
CC(=O)c1ccc(C(=O)N2CCCC(N3CCN(c4ccc(F)cc4)CC3)C2)s1 (stereo unspecified) | 0.8% | -2.3% | -5.1% | 14.2% | -1.6%
Cc1ccc(-n2c(-c3cccs3)nc3ccccc3c2=O)cc1 | 9.5% | 62.2% | 2.1% | 6.5% | -4.9%
COc1cc(=O)[nH]c(SC(C)C(=O)Nc2nc3c(s2)CCCC3)n1 (stereo unspecified) | 1.1% | -10.1% | 10.2% | -1.1% | 5.5%
CCN(CC)C(=O)C1CCCN(Cc2sccc2C)C1 (stereo unspecified) | 0.5% | 4.4% | -8.8% | -10.6% | 5.2%
CS(=O)(=O)c1ccc(Cl)c(C(=O)Nc2ccc3nc(N4CCOCC4)sc3c2)c1 | 0.5% | 15.1% | x | -16.2% | -4.2%
O=C(CN1C(=O)c2ccccc2S1(=O)=O)c1ccc(F)cc1 | 0.1% | -2.9% | 0.8% | -6.5% | 6.1%
NC(=S)NNC(=O)c1cc(C(F)(F)F)cc(C(F)(F)F)c1 | 1.2% | -5.6% | -7.3% | -5.8% | -9.1%
O=C(COc1ccc(Br)cc1)N/N=C1/SCC(=O)N1Cc1ccccc1 | 2.4% | i | -4.3% | -6.3% | -0.6%
Nc1ncccc1OCc1ccc(Cl)c(Cl)c1 | 3.8% | 16.7% | 1.9% | 2.8% | -2.2%
CCOC(=O)N1CCC(Nc2c(NCCN3CCN(c4ccccc4F)CC3)c(=O)c2=O)CC1 | 1.5%&1.1% | x | -9.0% | -9.6%&9.1% | -5.5%
Cc1ccc(O)c(NC(=O)CSc2ccc(Cl)cc2)c1 | i | 58.2% | -14.4% | 4.9% | -1.3%
CCOc1ccc(-c2c(C#N)c(N)nc3c2c(=O)n(C)c(=O)n3C)cc1OC | i | -0.8% | 11.2% | -1.9% | -1.8%
O=C1OC(c2ccccc2)=N/C1=C/c1cccc(OC(=O)c2cccs2)c1 | 3.9% | u | -2.9% | 2.1% | 66.7%
Cn1cc(Cl)c(C(=O)Nc2cccc(Cl)c2Cl)n1 | i | -7.7% | 7.8% | -5.1% | 7.8%
O=C(CCCN=C1NS(=O)(=O)c2ccccc21)OCC(=O)N1CCc2ccccc21 | 5.0% | -0.8% | -7.4% | 13.3% | 1.2%

Compound profiles, from the list above. Order of screens: inhibitors of VEEV | M. tuberculosis | PhoP GFP inhibition | influenza NS1A | H37Rv inhibition
`Cc1ccc(O)c(NC(=O)CSc2ccc(Cl)cc2)c1` as listed: i | 58.2% | -14.4% | 4.9% | -1.3%
`O=C1OC(c2ccccc2)=N/C1=C/c1cccc(OC(=O)c2cccs2)c1` as listed: 3.9% | u | -2.9% | 2.1% | 66.7%
`CS(=O)(=O)c1ccc(Cl)c(C(=O)Nc2ccc3nc(N4CCOCC4)sc3c2)c1` as listed: 0.5% | 15.1% | x | -16.2% | -4.2%
`O=C(CCCN=C1NS(=O)(=O)c2ccccc21)OCC(=O)N1CCc2ccccc21` as listed: 5.0% | -0.8% | -7.4% | 13.3% | 1.2%

Next section
SMILES | inhibitors of VEEV | M. tuberculosis | PhoP GFP inhibition | influenza NS1A | H37Rv inhibition
COc1cccc(NC(=S)NCCCN2CCOCC2)c1 | 1.3% | -12.2% | -5.4% | -5.8% | -7.3%
COc1ccccc1-c1cc(C(F)(F)F)nc(N2CCOCC2)n1 | 5.6% | 1.5% | 2.9% | -2.6% | 9.4%
CC(CNc1nc2ccc(Cl)cc2n2cnnc12)c1ccccc1 (stereo unspecified) | 3.8% | -6.4% | -11.6% | -5.2% | 5.9%
COc1ccc(S(=O)(=O)N(C)C)cc1NC(=O)COC(=O)C1CC1 | 0.3% | -4.1% | x | -4.6% | -2.9%
Cc1ccc(CN(CC(=O)N/N=C/c2ccco2)S(=O)(=O)c2ccc(C)cc2)cc1 | 3.1% | 47.9% | -2.3% | -4.4% | 2.1%
COc1ccc(CN(C)C(=O)c2ccc(NS(=O)(=O)c3ccc(C)c([N+](=O)[O-])c3)cc2)c(OC)c1OC | 5.2% | 18.7% | 10.5% | 1.9% | -2.0%
